pPAFAH inh – pPAFAH enzyme inhibitors, primary screen, biochemical, fluorescence polarization, human | Platelet-activating factor acetylhydrolase (Homo sapiens), Q13093 | recombinant pPAFAH, FP-rhodamine probe fluorescence polarization | inhibition, % at 3.39 µM | 1.5% of 330,000 active | AID 463082, 2010;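 active = inhibition above the mean inhibition across the screen plus 3 SD, cut at about 25% in these data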;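 note: inhibitors block binding of the rhodamine activity-based probe so polarization drops; 0% = enzyme with DMSO and 100% = wells lacking pPAFAH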
Target sequence (Q13093 whole entry, looked up): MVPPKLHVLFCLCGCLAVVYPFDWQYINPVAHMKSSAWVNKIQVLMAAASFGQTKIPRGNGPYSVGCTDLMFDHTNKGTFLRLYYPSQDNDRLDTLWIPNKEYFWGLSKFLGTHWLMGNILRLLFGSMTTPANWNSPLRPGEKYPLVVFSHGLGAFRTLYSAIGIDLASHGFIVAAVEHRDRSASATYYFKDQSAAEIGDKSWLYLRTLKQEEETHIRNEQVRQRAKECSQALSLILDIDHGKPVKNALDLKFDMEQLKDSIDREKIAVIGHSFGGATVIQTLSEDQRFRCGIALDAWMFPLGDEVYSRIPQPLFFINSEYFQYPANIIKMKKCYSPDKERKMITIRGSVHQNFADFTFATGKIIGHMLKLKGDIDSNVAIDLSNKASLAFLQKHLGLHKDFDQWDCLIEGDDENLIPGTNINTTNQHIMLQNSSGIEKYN
GSTO1 counter – inhibitors of recombinant GSTO1, primary screen, counter-screen for RBBP9 inhibitor project, biochemical, fluorescence polarization; activity-based probe fluorescence polarization; inhibition, % at 5.96 µM; 1.1% of 300,000 active; AID 1974, 2009;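 active = inhibition above the campaign mean inhibition plus 3 SD, cut at about 35% in these data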;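 note: 0% = GSTO1-1 with DMSO and 100% = wells lacking GSTO1-1 enzyme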
Target sequence (P78417 whole entry, looked up): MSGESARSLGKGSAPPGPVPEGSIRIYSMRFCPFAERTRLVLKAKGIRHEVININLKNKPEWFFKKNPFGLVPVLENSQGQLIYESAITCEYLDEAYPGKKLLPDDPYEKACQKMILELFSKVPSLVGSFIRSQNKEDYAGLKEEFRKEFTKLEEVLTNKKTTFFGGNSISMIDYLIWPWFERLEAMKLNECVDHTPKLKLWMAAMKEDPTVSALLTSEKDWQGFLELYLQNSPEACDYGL
Fam108B counter – mouse Fam108B serine hydrolase inhibitors, primary screen, counter-screen for RBBP9 inhibitor project, biochemical, fluorescence polarization. recombinant Fam108B, FP-Rh probe fluorescence polarization. inhibition, % at 9.51 µM. 0.33% of 300,000 active;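 active = inhibition above the screen mean inhibition plus 3 SD, computed separately per campaign, cut at about 18% in these data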;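 note: inhibitors lower polarization as less probe binds the enzyme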
LYPLA1 inh – LYPLA1 inhibitors, primary screen, counter-screen for PME1 inhibitor project, biochemical, fluorescence polarization, FP-Rh probe ABPP. Acyl-protein thioesterase 1 (Homo sapiens), O75608. 0.16% of 320,000 active. inhibition, % at 5.9 µM. recombinant LYPLA1. AID 2174, 2009;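 active = inhibition above the mean of all tested compounds plus 3 SD, set per campaign, cut at about 14% in these data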;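 note: inhibitors block serine hydrolase probe labeling of LYPLA1 so polarization falls; 0% = enzyme with DMSO and 100% = wells lacking LYPLA1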
PAFAH2 inh – PAFAH2 enzyme inhibitors, primary screen, biochemical, fluorescence polarization, human; 0.99% of 340,000 active; recombinant PAFAH2, FP-rhodamine activity probe; inhibition, % at 3.39 µM;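 active = inhibition above the mean over all tested compounds plus 3 SD, cut at about 30% in these data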;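 note: inhibitors block probe labeling of enzyme so polarization drops; 0% = enzyme with DMSO and 100% = wells lacking PAFAH2 protein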
PAFAH1B3 inh – PAFAH1B3 enzyme inhibitors, primary screen, biochemical, fluorescence polarization, human | Platelet-activating factor acetylhydrolase IB subunit alpha1 (Homo sapiens), Q15102 | recombinant PAFAH1B3, FP-rhodamine probe | inhibition, % at 3.39 µM | 0.28% of 340,000 active | AID 492972, 2010;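 active = inhibition above the screen-wide average of all tested compounds plus 3 SD, cut at about 25% in these data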;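 note: 0% = enzyme with DMSO only and 100% = wells lacking PAFAH1B3 protein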
PAFAH1B2 FP inh – PAFAH1B2 enzyme inhibitors, primary screen, biochemical, fluorescence polarization, human | inhibition, % at 3.39 µM | recombinant PAFAH1B2, FP-rhodamine activity probe | AID 492953, 2010 | 1.2% of 340,000 active;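 active = inhibition above the mean of all tested compounds plus 3 SD, cut at about 24% in these data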;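 note: 0% = enzyme with DMSO and 100% = wells lacking PAFAH1B2; many of its hits are not listed in these tables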
PME-1 inh – PME-1 inhibitors via competitive probe labeling, primary screen, biochemical, fluorescence polarization, FP-Rh probe, HTS; Protein phosphatase methylesterase 1 (Homo sapiens), Q9Y570; recombinant PME-1; inhibition, % at 5.9 µM; 0.53% of 320,000 active;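 active = inhibition above the campaign mean of all compounds plus 3 SD, cut at about 26% in these data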;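 note: competitive labeling of PME-1 active site by serine hydrolase directed probe; 0% = PME-1 with DMSO and 100% = wells lacking PME-1 enzyme; inhibitors block probe labeling so polarization falls and inhibition rises; many of its hits are not listed in these tables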
Target sequence (Q9Y570 whole entry, looked up): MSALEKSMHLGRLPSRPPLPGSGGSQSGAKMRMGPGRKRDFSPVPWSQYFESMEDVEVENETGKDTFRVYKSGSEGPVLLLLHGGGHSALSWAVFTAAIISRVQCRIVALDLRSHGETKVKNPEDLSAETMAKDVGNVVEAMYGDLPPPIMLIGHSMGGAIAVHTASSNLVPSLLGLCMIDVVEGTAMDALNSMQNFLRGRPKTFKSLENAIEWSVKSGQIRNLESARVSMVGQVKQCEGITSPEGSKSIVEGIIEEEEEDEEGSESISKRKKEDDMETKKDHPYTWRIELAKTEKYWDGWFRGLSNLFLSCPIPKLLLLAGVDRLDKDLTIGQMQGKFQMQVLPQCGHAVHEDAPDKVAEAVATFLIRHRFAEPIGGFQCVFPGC
PAD4 FP inh – human PAD4 inhibitors, primary screen, biochemical, fluorescence polarization, 1536-well format. Protein-arginine deiminase type-4 (Homo sapiens), Q9UM07. recombinant PAD4, RCA probe fluorescence polarization. inhibition, % at 6.36 µM. 0.41% of 330,000 active;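 active = percent inhibition above a cutoff equal to the mean of all tested compounds plus 3 SD, cut at about 15% in these data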;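 note: 0% = PAD4 with RCA probe and DMSO and 100% = probe without PAD4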
* hit, by the source's call; / = no result given. Only part of the results is shown; the hit share may differ from the screen's.

item	Molecule	LYPLA1 inh	PAFAH2 inh	PAFAH1B2 FP inh	PME-1 inh	PAFAH1B3 inh	pPAFAH inh	PAD4 FP inh	Fam108B counter	GSTO1 counter
1	COc1ccc(NC(=O)N(C)C[C@H]2Oc3ccc(NC(=O)CCN4CCOCC4)cc3C(=O)N([C@H](C)CO)C[C@@H]2C)cc1	/	-10	5	/	5	2	0	/	/
2	O=C(CCC1CCCCC1)Nc1nccs1	1	2	4	3	7	2	-5	1	-1
3	COc1cccc(/C=C(/CC(=O)Nc2ccc(N3CCOCC3)cc2)c2nc3ccccc3s2)c1	-1	-3	-5	5	5	12	-7	3	-1
4	O=C1c2cccnc2C(=O)N1Cc1ccc(S(=O)(=O)N2CCN(c3ccccc3)CC2)cc1	-4	-5	-1	-5	-4	5	1	-2	0
5	CCc1ccc2nc(Nc3ncc(C(C)=O)c(C)n3)nc(C)c2c1	-1	7	7	-3	0	3	1	3	-1
6	COc1cccc(-c2noc(-c3cccs3)n2)c1	-3	-3	5	-1	5	7	-1	-2	4
7	CN(C)c1ccc(C(=O)NCCCSc2ccccc2)cc1	1	2	4	7	-1	6	-5	-7	3
8	CCc1cccc(NC(=O)C2CCCN2C(=O)Nc2ccc(C)cc2)c1 (centres undefined)	3	-7	4	-2	6	5	4	1	3
9	CCc1ccc(Nc2nc(C)cc(C)c2C(N)=O)cc1	1	8	3	0	3	2	2	3	3
10	COc1cccc2cc(C(=O)Nc3ccc(F)cc3)c(=Nc3ccc(C(=O)O)cc3)oc12	-1	6	3	1	0	0	3	-3	-7
11	Brc1ccc(-c2cn3ccccc3n2)cc1	-1	-6	6	-12	5	0	-1	-6	-2
12	Cc1ccc(CNC(=O)C(OC(=O)c2cccs2)C(C)C)cc1 (centres undefined)	-5	9	-1	-2	-6	2	0	1	0
13	Cc1nnc(SCc2c(Cl)cccc2Cl)n(N)c1=O	1	7	1	2	10	1	-1	0	2
14	Cc1ccc(N/C=C/C(=O)c2sc(-c3ccccc3)nc2C)cc1	-4	10	3	-8	-2	-9	-1	-3	3
15	O=C1CCCC(=O)C1=C1SCCS1	1	4	2	-5	11	4	-1	-3	2
16	Cc1noc(C)c1CSCC(=O)OCC(=O)Nc1sccc1C#N	-7	8	4	2	14	9	2	5	11
17	O=C(O)CC1SC(=O)N(Cc2ccccc2)C1=O (centres undefined)	-4	-6	2	6	-2	2	0	-1	6
18	COc1ccc(/C=N/n2c(-c3n[nH]c4c3CCC4)n[nH]c2=S)cc1	-1	1	1	-7	6	-5	5	-2	-6
19	CC(=O)N1CCN(C(=O)COC(=O)COc2ccc(C#N)cc2)CC1	1	0	2	2	3	6	-1	4	-3
20	Cn1c(=O)c2c(nc(CN3CCC(C(N)=O)CC3)n2Cc2c(Cl)cccc2Cl)n(C)c1=O	-1	-2	1	-4	7	0	-7	-1	-3
21	COc1cccc(N2C(=O)CC(N3CCC(c4nc5ccccc5[nH]4)CC3)C2=O)c1 (centres undefined)	-3	1	-1	-1	6	3	-3	0	5
22	CC(C)(C)c1ccc(-c2noc(C(=O)NN)n2)cc1	-3	-5	10	-2	8	3	-1	-9	7
23	COC(=O)c1cc(-c2ccc(OC)cc2)on1	3	2	0	-6	11	-1	-1	2	5
24	N#CCN1C(=O)NC2(CCCc3sccc32)C1=O (centres undefined)	0	-2	2	-1	9	6	1	5	-4
25	CCn1cc(CN2CCC(C(=O)Nc3cccc(-c4cscn4)c3)CC2)cn1	2	1	2	-2	8	1	-6	2	-4
26	O=C(Cn1c(NCCO)nc2ccccc21)c1ccc(Cl)cc1Cl	-1	2	2	-4	11	5	-5	1	-4
27	Cc1cc2ncn(C3CC(=O)N(C)C3=O)c2cc1C (centres undefined)	-1	-2	-2	-4	-3	-3	-1	0	7
28	Cn1c(CCNC(=O)c2ccccc2F)nnc1SCc1nc2ccccc2c(=O)[nH]1	1	-2	6	0	1	7	-3	5	-3
29	CCOC(=O)C1CCCC(NS(=O)(=O)c2ccc(NC(C)=O)cc2)C1 (centres undefined)	-5	4	2	2	6	9	-2	2	18
30	Cc1cc(C)n(-c2cc(N3CCN(C(=O)c4ccccc4C)CC3)ccc2[N+](=O)[O-])n1	1	-2	4	6	0	11	5	5	2
31	O=C(NC1CCCC1)C1CCCN1C(=O)Nc1ccccc1 (centres undefined)	3	0	4	-2	3	-4	-5	2	2
32	Cc1cc(NC(=O)C2CC(=O)N(c3ccccc3C)C2)no1 (centres undefined)	3	-4	-1	4	1	1	-1	-4	18
33	Cc1nc(N2CCN(C(=O)c3ccco3)CC2)c2c3c(sc2n1)CCCC3	0	-4	-3	4	3	-6	-4	-7	-4
34	CC(=O)Nc1cccc(C(=O)OC(C)C(=O)N2CCc3ccccc32)c1 (centres undefined)	0	0	4	6	4	0	-1	0	-5
35	O=C1c2ccccc2CCC1C(O)c1ccccn1 (centres undefined)	4	-7	4	4	-3	-2	-1	-1	3
36	CN(C)c1nc(N(C)C)n(C(=O)c2cccs2)n1	-1	-3	6	-4	-2	0	-1	-2	6
37	CCN(CC)CCNC(=O)Cn1c(C)cc2ccccc2c1=O	3	13	5	5	4	2	1	-1	1
38	c1cc2c3c(cccc3c1)NC1(CCC3(CC1)Nc1cccc4cccc(c14)N3)N2	-8	-8	2	47*	5	3	-13	36*	28
39	Cn1nc(CSc2ccccc2)c(C=O)c1Cl	1	-2	8	2	3	5	2	2	0
40	CN(C(=O)CSc1ccncc1)C1CCCN(Cc2ccccc2F)C1 (centres undefined)	-2	-17	-3	0	6	5	-4	-2	-1
41	COC(=O)\C(C(C)=O)=C(/C=C/C=C/N(C)C)N(C)C	-4	-3	-1	-12	1	5	0	-2	5
42	NC1=NC(=Nc2cccc(S(N)(=O)=O)c2)c2ccccc21	-1	-1	3	1	10	3	1	0	7
43	CCOc1ccc(NC(=S)N(CCOC)C2CCN(C(C)C)CC2)cc1	3	3	3	-8	9	11	0	3	8
44	COc1ccc(CCNC(=O)C2CCN(S(=O)(=O)c3cccc4nonc34)CC2)cc1OC	4	5	-2	8	-1	3	-6	0	12
45	Cc1cc(C)n(CCNC(=O)C2CCC(=O)N(Cc3ccc(Cl)cc3)C2)n1 (centres undefined)	-1	-4	5	-1	-3	3	-5	2	-1
46	COc1ccc(NC(=O)c2ccc(=O)oc2)cc1	2	4	3	-5	6	4	-3	2	4
47	COc1ccc(CC2(CO)CCN(Cc3ccncc3)CC2)cc1	4	-3	-4	2	8	3	2	0	-2
48	COc1ccc(N=C2C(=Nc3ccc(OC)cc3)N(c3ccc(OC)cc3)C(=S)N2c2ccccc2)cc1	1	8	2	-7	-3	4	-2	7	2
49	CN1CCN(NC(=O)c2cccc(Br)c2)CC1	1	-7	1	3	8	9	4	1	5
50	CC1CCCC(C)N1C(=O)COc1ccccc1F (centres undefined)	-2	4	5	-2	10	-5	5	1	-16
51	Cc1ccc(S(=O)(=O)N2CCN(C(=O)c3ccnn3C)CC2)cc1C	2	0	-1	6	-3	3	-4	6	2
52	O=[N+]([O-])c1ccc2c(c1)nnn2-c1ccccc1	0	0	-1	4	4	7	-1	1	2
53	COC(=O)c1cccc(C23CC4(C2)[C@H](CN(Cc2ccc(C(F)(F)F)cc2)[C@@H]4c2ccccc2)C3c2ccc(C(F)(F)F)cc2)c1 (some centres undefined)	-5	/	/	-1	/	-1	-1	-4	3
54	CSCCC(NC(=O)c1occc1C)C(=O)O (centres undefined)	-3	0	0	-2	-1	-1	6	-5	-1
55	CS(=O)(=O)Nc1ccc(C2=NN(S(C)(=O)=O)C(c3ccc4nccnc4c3)C2)cc1 (centres undefined)	-4	-1	1	-6	0	0	-2	0	0
56	Nc1c(N(Cc2ccco2)C(=O)COc2ccccc2)c(=O)[nH]c(=O)n1Cc1ccccc1	1	7	0	-2	11	4	-3	/	/
57	CCc1cccc(OCCCN2C(=O)NC(C)(C)C2=O)c1	0	-7	3	1	4	11	3	-2	-1
58	C[C@@H]1COC(=O)[C@H](CC(=O)OC(C)(C)C)C/C=C\C[C@H](CC(=O)N(CCO)Cc2ccccc2)C(=O)N1	/	4	1	/	-8	-3	1	/	/
59	CCOC(=O)N=S(=O)(Oc1ccc([N+](=O)[O-])cc1)c1ccc(Cl)cc1 (centres undefined)	1	5	0	0	-1	6	-2	2	-4
60	CCC(CC)c1nnc(NC(=O)CS(=O)(=O)c2ccccc2)s1	2	6	8	1	-2	7	-4	0	21

Continuation.
item	Molecule	LYPLA1 inh	PAFAH2 inh	PAFAH1B2 FP inh	PME-1 inh	PAFAH1B3 inh	pPAFAH inh	PAD4 FP inh	Fam108B counter	GSTO1 counter
61	Cc1cc(C2=NNC(=NC3CC3)SC2)c(C)n1-c1c(C)n(C)n(-c2ccccc2)c1=O	-3	-5	1	2	1	-4	7	2	3
62	Fc1ccc(-c2csc(N3CCC(c4ccccc4)C3)n2)cc1 (centres undefined)	-4	-2	4	4	9	3	-8	0	1
63	COc1ccc(-c2noc3c2-c2nc(-c4c(F)cccc4F)sc2CC3)cc1	-2	-1	1	1	5	-2	-5	-2	0
64	Cn1cnnc1SCc1ccc(F)c2ccccc12	2	6	4	4	1	3	4	4	2
65	CC(C(=O)NCC1CCCCC1)N(C)CC(=O)Nc1ccc(N2CCOCC2)cc1 (centres undefined)	-2	7	-1	-1	10	3	-2	-3	-2
66	COc1ccc(NC(=O)N(C)C[C@@H]2Oc3ccc(NC(=O)NC(C)C)cc3CC(=O)N([C@H](C)CO)C[C@@H]2C)cc1	/	5	-2	/	-2	8	1	/	/
67	Cc1ccc2nc3c(c(C(=O)OCC(=O)N(C)C4CCS(=O)(=O)C4)c2c1)CCCC3 (centres undefined)	-1	4	7	6	3	4	-5	2	2
68	CC12CN3CC(C)(CN(C1)C3c1ccc([N+](=O)[O-])o1)C2 (centres undefined)	2	3	4	0	15	0	-3	-2	-2
69	CCCn1c(NC(=O)CSCC(=O)Nc2cc(C)on2)nc2ccccc21	2	-1	-1	0	-3	0	2	1	-4
70	N#CCCN1CCN(S(=O)(=O)c2ccc(S(=O)(=O)N3CCCCCC3)cc2)CC1	-2	0	3	-7	6	-7	-4	-2	4
71	Cc1cc(C)c(S(=O)(=O)NCCc2ccccc2)c(C)c1	1	0	2	3	4	4	-3	-1	-7
72	COC(=O)NC(NC(=S)Nc1ccc([N+](=O)[O-])cc1)C(Cl)(Cl)Cl (centres undefined)	-6	-5	-5	-14	4	-5	-5	-2	-14
73	CC(C)(C)OC(=O)NC(Cc1ccccc1)C(=O)NCCCC(=O)O (centres undefined)	5	-3	1	10	5	-6	-2	2	-10
74	CCOc1ccccc1NC(=S)NCC1CCCO1 (centres undefined)	0	-3	-2	7	-5	-1	4	1	3

Assay outcomes deposited in PubChem by The Scripps Research Institute Molecular Screening Center.
